High-throughput results from PubChem BioAssay.
SRC1 TRFRET art: TR-FRET artefact, counter-screen to PPARgamma/SRC-1 agonist assay | 99,000 compounds, 0.34% hits | TR-FRET detection artefact counter-screen, emission ratio; active compounds read high | TR-FRET ratio at 8 µM | AID 1051; in the data active = TR-FRET ratio above about 2300; also: inactives centre near 1800; reference of the scale not given here
SRC3 TRFRET art: TR-FRET artefact, counter-screen to PPARgamma/SRC-3 agonist assay. PPARgamma/SRC-3 format; active compounds read high. AID 1048. 99,000 compounds, 0.39% hits. TR-FRET ratio at 8 µM; in the data active = TR-FRET ratio above about 2000; also: inactives centre near 1600; reference of the scale not given here
Numbers without * were called inactive.

SMILES	SRC1 TRFRET art	SRC3 TRFRET art
O=C(CC12CC3CC(CC(C3)C1)C2)N/N=C\c1ccc[nH]1	1613	1541
Cc1nn(C)c(C(=O)NNC(=S)NCc2ccco2)c1Br	1730	1604
CC[n+]1c(/C=C/c2ccc(N(C)C)cc2)ccc2ccccc21	3540*	2785*
O=C(CN1CCN(c2ccccc2F)CC1)Nc1ccc2c(c1)CCC2	1868	1434
CCN(CC)S(=O)(=O)c1ccc2c(c1)N(CC(=O)N(CCc1ccncc1)C(C)C)C(=O)CO2	1490	1628
Cc1nn(CCC(N)=O)c2nc(-c3cccs3)cc(C(F)(F)F)c12	1955	1688
CCOc1ccccc1NC(=S)N1CCN(c2nc(-c3cccc(OC)c3)cs2)CC1	2144	1950
CCOC(=O)C1CCN(Cc2nnnn2CCc2ccccc2)CC1	1933	1586
O=C(Nc1cccc(NC(=O)c2sc3ccccc3c2Cl)c1)c1ccco1	1803	1809
O=C(CCNS(=O)(=O)c1cccc2nsnc12)NC1CCCc2ccccc21 (centres undefined)	1830	1877
COc1ccccc1NC(=O)CSc1nnc(CCNC(=O)c2ccc(C)cc2)n1C	1624	1425
Cc1ccc2nc(N3C(=O)C(O)=C(C(=O)c4ccc(C)o4)C3c3cccc(O)c3)sc2c1 (centres undefined)	2305	1853
CCOC(=O)c1cnc(-c2ccccc2)nc1Oc1ccc(OC)cc1	1618	1363
CC(=O)Nc1nc(C)cs1	1855	1664
Cc1nn(-c2ncc(C(F)(F)F)cc2Cl)c(=O)n1-c1ccccc1F	1651	1398
CCCC(C)C(=O)Nc1ccc(F)c(Cl)c1 (centres undefined)	1893	1744
O=C(C(Cl)Cl)N1CCN(Cc2ccccc2)CC1	1930	1541
CCCCCC(=O)NC(=S)NNC(=O)c1ccc([N+](=O)[O-])cc1	1727	1559
Cc1cc(-c2n[nH]c(=S)n2CC(C)C)cs1	1876	1873
COc1ccc(NC(=O)CCCn2c(=O)c3sccc3n(Cc3ccc(C)cc3)c2=O)cc1	1770	1731
CNS(=O)(=O)c1ccc2nc(NC(=O)/C=C/c3ccco3)sc2c1	1792	1478
COc1cc(C(=O)CCN2CCC(c3ccccc3)C2)cc(OC)c1OC (centres undefined)	1793	1535
O=C(CSc1nnc(-c2ccco2)n1Cc1ccco1)N1CCOCC1	1586	1540
C=C(C)CNC(=S)N/N=C1\CCCCc2ccccc21	2147	1553
Nc1nc(=S)[nH]c2c1C1(CCCCC1)Cc1ccccc1-2	1627	1634
The list continues:
SMILES	SRC1 TRFRET art	SRC3 TRFRET art
CCN(CC)C(=O)c1sc(NC(=O)c2c(OC)cccc2OC)c(C#N)c1C	1684	1467
CC1CN(C2=CC(=O)CCC2)CC(C)O1 (centres undefined)	1644	1697
Cc1ccc(NC(=O)CN2C(=O)S/C(=C/c3ccc(-c4cccc(C(=O)O)c4)o3)C2=O)cc1	1924	1602
CCOC(=O)CNC(=O)CSc1ccc2nnc(-c3cccnc3)n2n1	1811	1600
COc1ccc(CCN(C)C(=O)CCc2nnc(-c3ccccc3)o2)cc1OC	1521	1474
CC(C)(CO)NCC(=O)Nc1cc(C(F)(F)F)cc(NC(=O)CNC(C)(C)CO)c1Cl	1993	1648
COc1ccc(S(=O)(=O)N(C)CC(=O)N2CCC(C(N)=O)CC2)cc1Cl	1950	1447
CCN1CCN(c2ccc(N=Cc3ccccc3O)cc2)CC1	1835	1666
CCN(CC)S(=O)(=O)c1cnccc1N1CCN(c2cccc(Cl)c2)CC1	1636	1358
O=C(NCCO)C(=O)c1c(-c2ccccc2)cc2ccccn12	1842	1651
S=C(NCCc1c[nH]c2ccccc12)NC1CC1	1752	1303
O=C(O)Cc1ccc(NC(=O)c2cccc(NC(=O)c3ccco3)c2)cc1	1688	1576
O=[N+]([O-])c1ccccc1/C=C/C=N/Nc1nc(N2CCCCC2)nc(N2CCCCC2)n1	1849	1742
COC(=O)c1ccc(NC(=S)NNC(=O)c2ccccc2)cc1	1707	1418
Cc1oc2cc(OC(=O)c3ccco3)ccc2c(=O)c1-c1nc2ccccc2n1C	1917	1682
Fc1ccc(-c2nc(-c3cccs3)[nH]c2-c2ccc(F)cc2)cc1	1782	1697
N#C/C(=C(/O)COC(=O)c1cccnc1Cl)c1nc2ccccc2[nH]1	1752	1392
CC1CCCc2sc3ncn(N)c(=N)c3c21 (centres undefined)	2020	1670
Cc1ccc(NS(=O)(=O)c2ccc(OCC(=O)NCC3CCCO3)cc2)cc1 (centres undefined)	1588	1494
OC(c1ccccn1)C1CCN(Cc2nc(C(c3ccccc3)c3ccccc3)no2)CC1 (centres undefined)	1769	1657
CCc1ccccc1NC(=O)Nc1ccc(F)cc1	1813	1566
O=C(NCc1cccc(F)c1)c1ccc(N2C(=O)Cn3c(cc4sccc43)C2=O)cc1	2114	2155*
O=C(CCc1ccccc1)N/N=C/c1cccc([N+](=O)[O-])c1	1803	1597
CCOc1ccc(-c2cc(CCCC(=O)NCCC(C)C)no2)cc1	1750	1592
COc1ccccc1C(=O)C1CCCN(C(=O)c2cccnc2SC)C1 (centres undefined)	1681	1633

Some of the entries above in a different format:
molecule: O=C(O)Cc1ccc(NC(=O)c2cccc(NC(=O)c3ccco3)c2)cc1
  SRC1 TRFRET art: 1688	SRC3 TRFRET art: 1576
molecule: Cc1ccc(NC(=O)CN2C(=O)S/C(=C/c3ccc(-c4cccc(C(=O)O)c4)o3)C2=O)cc1
  SRC1 TRFRET art: 1924	SRC3 TRFRET art: 1602

Following part.
SMILES	SRC1 TRFRET art	SRC3 TRFRET art
CCCn1c(SCC(=O)C(C)(C)C)nc2ccccc21	1842	1359
COc1coc(C(O)CN)cc1=O (centres undefined)	1829	1427
CC1CCCN(c2cc(N(C)CCO)c([N+](=O)[O-])c3nonc23)C1 (centres undefined)	1847	1718
Cc1ccc(OCC(=O)c2cc(C)n(CC(F)(F)F)c2C)c([N+](=O)[O-])n1	1556	1555
CCOC(=O)C1(Cc2ccccc2)CCN(Cc2ccc3cc(NC(C)=O)ccc3n2)CC1	1751	1586
CCS(=O)(=O)NC(C)C(c1cccs1)N1CCN(c2ccc(OC)cc2)CC1 (centres undefined)	1476	1519
O=C(CCC1CCCN(C2C3CC4CC(C3)CC2C4)C1)NCc1ccc(F)c(F)c1 (centres undefined)	1619	1643
Cc1ccc(N=C2NC(=O)C(CC(=O)NCc3ccccc3)S2)cc1C (centres undefined)	1571	1405
COc1ccc(-c2nnn(CC(=O)N(CCCO)C(C(=O)NC3CCCC3)c3ccc(F)cc3)n2)cc1 (centres undefined)	1639	1568
NC(=O)CCC(NS(=O)(=O)c1ccc(Cl)cc1)C(=O)NCc1ccc(Cl)cc1 (centres undefined)	1893	1741
CCC/C(=C1/C(=O)CC(C)(C)C(C(=O)OC)C1=O)N1CCCC1 (centres undefined)	1739	1394
CCOC(=O)N1CCC(NC(=S)Nc2ccc3nc(N4CCN(C)CC4)cc(C)c3c2)CC1	2019	1736
CCC1(c2ccccc2)NC(=O)N(CC(=O)N2CCN(S(=O)(=O)c3ccccc3)CC2)C1=O (centres undefined)	1902	1747
CCC(CO)NCc1ccc(OCC(=O)Nc2cccc(C(F)(F)F)c2)c(OC)c1 (centres undefined)	1789	1447
COc1cccc(C(=O)CN2CCN(S(=O)(=O)c3cccc([N+](=O)[O-])c3)CC2)c1	1889	1463
COC(=O)C1NN=C(C(=O)c2ccccc2)C1c1ccccc1 (centres undefined)	1850	1546
CCN(CCn1cccn1)C(=O)CCc1nnc(-c2ccc3c(c2)OCO3)o1	1933	1598
CN(Cc1nc2ccc(Cl)cc2[nH]1)Cc1nc(-c2cnccn2)no1	2023	1544
Cc1cc(C)n(C(=O)c2ccc(C)c(S(=O)(=O)N3CCOCC3)c2)n1	1786	1417
O=C(O)C1CCCN1c1nc(C(F)(F)F)nc2ccccc12 (centres undefined)	1790	1553
Cc1ccc(-n2nnnc2SCC(=O)Nc2ccccc2-c2ccccc2)cc1C	1686	1424
O=C(CSc1nc2[nH]ncc2c(=O)n1-c1ccccc1)NCc1cccs1	1822	1496
Cc1cc(NC(=O)C2C3C(=O)N(c4cccnc4)C(C(=O)NC(C)(C)C)C34C=CC2(C)O4)no1 (centres undefined)	1710	1594
O=C(O)c1ccccc1Sc1ncnc2sc3c(c12)CCC3	1808	1622
CC(C)n1c(=O)[nH]c2cc(C(=O)Nc3ccccc3)ccc21	1850	1524

Full records, quoted from the list. Order of values: SRC1 TRFRET art, SRC3 TRFRET art
COC(=O)C1NN=C(C(=O)c2ccccc2)C1c1ccccc1 (centres undefined) as listed: 1850, 1546
CCN(CCn1cccn1)C(=O)CCc1nnc(-c2ccc3c(c2)OCO3)o1 as listed: 1933, 1598
COc1ccc(-c2nnn(CC(=O)N(CCCO)C(C(=O)NC3CCCC3)c3ccc(F)cc3)n2)cc1 (centres undefined) as listed: 1639, 1568
CCOC(=O)C1(Cc2ccccc2)CCN(Cc2ccc3cc(NC(C)=O)ccc3n2)CC1 as listed: 1751, 1586
Cc1ccc(OCC(=O)c2cc(C)n(CC(F)(F)F)c2C)c([N+](=O)[O-])n1 as listed: 1556, 1555

(listing goes on)
SMILES	SRC1 TRFRET art	SRC3 TRFRET art
Cc1ccccc1Nc1nc(N)nc(COC(=O)c2ccc(S(=O)(=O)N(C)C)cc2)n1	1828	1668
CCOC(=O)Cn1nc(C)c(NC(=O)c2ccc([N+](=O)[O-])c(C)c2)c1C	1617	1487
COc1ccc(CCNC(=O)C2CCCN(C(=O)N(C)C)C2)c(OC)c1 (centres undefined)	1696	1371
CCN(CC)C(=O)CSc1nnc(-n2nc(C)cc2C)c2ccccc12	1803	1850
Cc1ccc(C(=O)N[C@H](C(=O)OCc2cc(=O)n3c(n2)sc2ccccc23)C(C)C)cc1	1826	1645
CC(C)CC(=O)/C(=C\c1ccc(Cl)cc1Cl)n1cncn1	2049	1759
COc1cc(C(=O)NC(=S)Nc2ccc(N3CCCC3)cc2)cc(OC)c1OC	1688	1688
COc1ccccc1CNC(=O)C(C)c1ccc([N+](=O)[O-])cc1 (centres undefined)	1825	1696
Cc1cnc(CN2CCc3c([nH]c4ccccc34)C2CC(C)C)[nH]1 (centres undefined)	1698	1764
Cc1cc(C)nc(N/N=C/c2cccc3ccccc23)n1	2137	1788
CC(C)Cn1c(N)c(C(=O)COC(=O)c2ccc(O)cc2)c(=O)n(C)c1=O	1877	1574
O=C(CSc1nc2ccccc2s1)Nc1ccc(N2CCOCC2)c(Cl)c1	1817	1581
CC(C)CN1CCN(Cc2cc(F)ccc2-n2cccn2)CC1CCO (centres undefined)	1725	1496
C=CCc1cccc2cc(C(=O)NCCOC)c(=O)oc12	1981	1591
CN(C)CCCN(C(=O)CCc1ccccc1)c1nc2c(F)cccc2s1	1851	1651
CCN1C(=O)C(CC(=O)Nc2ccc(F)cc2)N(Cc2cccs2)C1=S (centres undefined)	1859	1644
Cc1ccc(/C(N)=N/OC(=O)COc2ccc(Cl)c(C)c2)cc1	1903	1590
CC(=O)Nc1ccc(S(=O)(=O)N(CCCN2CCOCC2)Cc2cccs2)cc1	1704	1312
O=C(Nc1nccs1)c1cc(Cl)ccc1[N+](=O)[O-]	1461	1575
Cc1ccc(/C=N/NC(=O)NN(C)c2ncc(C(F)(F)F)cc2Cl)cc1	1692	1264
CCOC(=O)C1=C(C)N(C)C(=S)N(C)C1c1ccc(OC)cc1 (centres undefined)	1772	1457
COc1ccccc1CNC(=O)CC1Sc2ccccc2NC1=O (centres undefined)	1633	1575
O=C(O)c1cc(-c2ccc3c(c2)OCCO3)n[nH]1	1726	1585
O=[N+]([O-])c1cc(C(F)(F)F)ccc1NCCOc1ccccc1	1751	1597
COc1cc(OC)cc(C(=O)N[C@H](C(=O)OCC(=O)Nc2cccc(F)c2)C(C)C)c1	1787	1542
Continued.
SMILES	SRC1 TRFRET art	SRC3 TRFRET art
CN(CC(O)Cn1c2ccccc2c2ccccc21)S(C)(=O)=O (centres undefined)	2147	1739
OC1(c2ccccc2)CCN(Cc2ccccc2)C2CCCCC21 (centres undefined)	1732	1565
COc1ccc(-n2c(=O)c3c(C)c(C)sc3n(Cc3ccc(F)cc3)c2=O)c(OC)c1	1667	1515
O=C(Nc1ncc2c(n1)-c1ccccc1OC2)c1cccc([N+](=O)[O-])c1	1771	1400
CCN(CC)C(=O)c1ccc2nc3ccccc3nc2c1	2047	1652
Cc1c(C(=O)Nc2ccccc2)csc1-c1ccccc1	1703	1453
CCOC(=O)CC(c1ccc(N)cc1)n1c(C)ccc1C (centres undefined)	2127	1699
CN1CCN(c2ccc(S(=O)(=O)N3CCCCC3)cc2NC(=O)c2cccc([N+](=O)[O-])c2)CC1	1647	1680
O=C(Nc1ccc(F)cc1)C1=CC(=O)N2CCN=C2S1	1765	1348
CCN(c1ccccc1)S(=O)(=O)c1ccc(C(=O)NCC(c2cccs2)N(C)C)cc1 (centres undefined)	1856	1444
O=C(CCc1ccccc1)Nc1nnc(-c2ccc3c(c2)OCCO3)o1	1579	1379
COC(=O)Cc1ccc(NC(=S)NNC(=O)c2ccccc2Br)cc1	1794	1502
O=C(NC(=S)Nc1ccc(Br)cn1)c1cccs1	1789	1438
O=C(OCC(=O)N1CCC(Cc2ccccc2)CC1)c1ccccc1	1870	1463
O=C(NC1CCCCC1)C12CC3CC(CC(Cl)(C3)C1)C2	1873	1602

Of the compounds above, these contain a COOH group.
SMILES	SRC1 TRFRET art	SRC3 TRFRET art
Cc1ccc(NC(=O)CN2C(=O)S/C(=C/c3ccc(-c4cccc(C(=O)O)c4)o3)C2=O)cc1	1924	1602
O=C(O)Cc1ccc(NC(=O)c2cccc(NC(=O)c3ccco3)c2)cc1	1688	1576
O=C(O)C1CCCN1c1nc(C(F)(F)F)nc2ccccc12 (centres undefined)	1790	1553
O=C(O)c1ccccc1Sc1ncnc2sc3c(c12)CCC3	1808	1622
O=C(O)c1cc(-c2ccc3c(c2)OCCO3)n[nH]1	1726	1585

Only part of the results is shown; the hit share may differ from the screen's.
